# FEN1 inh – qHTS Assay for the Inhibitors of Human Flap endonuclease 1 (FEN1); 390,000 tested, 0.35% active; Potency, µM (highest dose often 114 µM), for inactives: at the highest dose activity change, negative = inhibition, actives largely listed as inhibitors; Recombinant FEN1 flap cleavage, fluorescence, 15 min; note: nearly all actives have a fitted effect of over 65% in size
# Target sequence (P39748 whole entry, looked up): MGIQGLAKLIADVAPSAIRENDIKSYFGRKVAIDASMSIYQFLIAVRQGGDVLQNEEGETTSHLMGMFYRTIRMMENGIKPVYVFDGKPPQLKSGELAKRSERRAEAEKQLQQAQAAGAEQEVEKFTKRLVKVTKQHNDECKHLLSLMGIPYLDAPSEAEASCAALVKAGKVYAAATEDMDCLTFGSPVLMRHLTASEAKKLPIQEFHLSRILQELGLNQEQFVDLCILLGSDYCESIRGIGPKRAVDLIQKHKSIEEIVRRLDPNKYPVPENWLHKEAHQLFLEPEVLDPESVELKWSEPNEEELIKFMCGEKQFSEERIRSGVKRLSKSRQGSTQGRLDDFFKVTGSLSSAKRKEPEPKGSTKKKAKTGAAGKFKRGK
#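 FEN1 at 10 nM, compound pretreatment for 15 min (room temperature), 50 nM final substrate to initiate; endpoint reads at 0 and 15 min; DMSO-only plates used as vehicle background.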
# N370S GC mod – qHTS Assay for Inhibitors and Activators of N370S glucocerebrosidase as a Potential Chaperone Treatment of Gaucher Disease | Potency, µM (doses to about 59.4 µM), for inactives: at the top dose activity change, negative = inhibition, most hits filed as inhibitors | 330,000 tested, 0.092% active | AID 2101, 2009 | Lysosomal acid glucosylceramidase (Homo sapiens), P04062 | N370S GC spleen homogenate, 4MU-glucoside fluorescence;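 note: 0% = full enzyme activity and -100% = no enzyme basal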
# KAT2A inh – qHTS Assay for Inhibitors of GCN5L2 | GCN5L2 HAT assay, ThioGlo1 CoA-SH fluorescence | AID 504327, 2011 | Histone acetyltransferase KAT2A (Homo sapiens), Q92830 | Potency, µM (series often up to 58.9 µM), for inactives: at the highest dose activity change, negative = inhibition, most hits filed as inhibitors | 390,000 tested, 0.21% active
#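 Titration-based screen in which CoA formation is detected via maleimide probe ThioGlo1 (50uM) turning fluorescent on thiol reaction; substrates H3(1-25) 75uM and acetyl-CoA 70uM, GCN5L2 20nM, 20 min incubation at room temperature.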
# * marks the source's active call; other numbers are inactive results; u = inconclusive; x = not tested or not shown; [ ] = another dose, or the depositor's remark. Calls come from the whole dose curve; as a rule, active = well fitted curve in the direction sought with a large enough effect; inconclusive = small, poorly fitted or top-dose-only effect, or another doubt; inactive = no such curve, though single readings can be large; an effect the other way counts as inactive or inconclusive. Unless noted, % is set by controls: 0 for no effect and ±100 for the full control effect; potency is the fitted concentration of half-maximal effect.
SMILES,FEN1 inh,N370S GC mod,KAT2A inh
CC(CN1CCCCC1)C(=O)NN (stereo unspecified),-6%,-10%,-2%
CCOc1ccccc1CNS(=O)(=O)c1cnc[nH]1,-8%,-5%,-4%
CCOc1ccc(N=Cc2c(O)c3ccccc3oc2=O)cc1,4%,4%,-15%
Cc1ccc(NC2=C(CC(=O)O)C(c3ccccc3)N(c3ccc(C)cc3)C2=O)cc1 (stereo unspecified),7%,-4%,4%
COCC(=O)N1CCC(Oc2ccc(C(=O)NCCCC3CCCC3)cc2)CC1,7%,-1%,-7%
CSc1nc(N)c(C(=O)Nc2ccc([N+](=O)[O-])cc2)s1,-5%,-6%,26%
O=C(NC1CCCC1)c1ccc2c(=O)n(Cc3ccccc3)c(SCc3cccc(F)c3)nc2c1,-14%,x,1%
Cc1ccc(CN2CCN(C(=O)CC(C)C)CC2)cc1,-8%,-1%,-17%
CCCCOc1ccc(C(C)NC(=O)C2CCCN(S(=O)(=O)CC)C2)cc1 (stereo unspecified),5%,6%,1%
CC(NC(=O)C12CC3CC(CC(C3)C1)C2)C(=O)NCCN(C)C (stereo unspecified),10%,-28%,1%
Cc1ccc(NC(=S)Nc2ccc(F)cc2)cc1,18%,-10%,-2%
CCCCNc1ncnc2c1nnn2C,-5%,x,-1%

# Brought forward from above: three compounds, then new ones.
SMILES,FEN1 inh,N370S GC mod,KAT2A inh
CC(NC(=O)C12CC3CC(CC(C3)C1)C2)C(=O)NCCN(C)C (stereo unspecified),10%,-28%,1%
Cc1ccc(NC(=S)Nc2ccc(F)cc2)cc1,18%,-10%,-2%
CCCCNc1ncnc2c1nnn2C,-5%,x,-1%
COC(=O)c1ccc2nccnc2c1,7%,3%,-3%
CCCCCn1c(NCc2ccccc2OC)nc2ccccc21,-31%,x,-7%
COc1ccc(N2CCN(C(c3ccc4ncccc4c3)c3nnnn3C(C)(C)C)CC2)cc1 (stereo unspecified),1%,1%,-4%
CCOC(=O)C1=C2SCCN2C(=O)C(C#N)C1(C)C (stereo unspecified),1%,7%,4%
O=C(CSc1c2c(nc3ccc(Cl)cc13)CCCC2)NCCCN1CCOCC1,-1%,-15%,-2%
CC(=O)Nc1ccc(N/C=C/C(=O)c2ccc(C)cc2)cc1,19%,-9%,4%
Cc1ccc(-c2nc(CS(=O)CC(=O)NC3CCCC3)c(C)o2)cc1 (stereo unspecified),0%,7%,-4%
C(=N\Nc1nc(N2CCCC2)nc(N2CCCC2)n1)/c1ccccc1OCc1ccccc1,6%,-2%,-1%
Cn1cccc1C(=O)OCc1csc(-c2ccccc2)n1,-18%,9%,-10%
CCc1c(C)nc2ccc(Br)cc2c1Cl,-3%,-4%,0%
Cc1ccc(C2CC(c3ccccc3)=NN2C(=O)CSc2nnc(-c3ccncc3)n2C)o1 (stereo unspecified),-5%,-24%,-6%
CCCCOc1ccc(OC(=O)Nc2cc(Cl)ccc2OC)cc1,-4%,-19%,3%
O=C(C1CCN(C2CCN(Cc3ccsc3)CC2)CC1)N1CCOCC1,10%,-5%,-7%
Cc1cc(S(=O)(=O)NCC(=O)O)ccc1F,-3%,-13%,-5%
O=C1/C(=C\c2ccc(Br)o2)SC(=Nc2ccccc2)N1c1ccccc1,4%,-27%,-24%
COc1ccc(S(=O)(=O)N2CCC(C(=O)N3CCc4ccccc4C3)CC2)cc1,4%,-6%,-7%
O=C(O)C1C2CCCCC2=C2CCCCC2C1C(=O)c1ccccc1 (stereo unspecified),-13%,-5%,-7%
Cc1cc2ccccc2c(=O)[nH]1,5%,9%,-6%
O=C(c1cccc(Cl)c1)N1CCCC(C(=O)N2CCCCCC2)C1 (stereo unspecified),1%,-7%,9%
CCCCN(C(=S)NC(=O)c1cc(OC)c(OC)c(OC)c1)c1c(N)n(Cc2ccccc2)c(=O)[nH]c1=O,0%,0%,-2%
COc1cc([N+](=O)[O-])ccc1NC(=O)NNC(=O)CCc1ccccc1,-10%,-7%,u
Cn1c(COc2ccccc2)nnc1SCC(=O)Nc1ccc(S(N)(=O)=O)cc1,-8%,-2%,-6%[0.501 µM]
Cc1ccc(N2CCN(C(=O)N3CCOCC3)CC2)c(C)c1,12%,-13%,-9%
COc1ccccc1NS(=O)(=O)c1ccc(N/N=C(\C)C(C)C)c([N+](=O)[O-])c1,-2%,8%,-3%
CN1CC(=O)N(CC(=O)N2N=C(c3ccc(Cl)cc3)CC2c2ccco2)C1=O (stereo unspecified),1%,-12%,-8%
C=CCn1c(SCC(=O)Nc2ccc(NC(C)=O)cc2)nc2sc(C)c(C)c2c1=O,-4%,x,-4%
NC(=O)c1ccsc1NC(=O)COC(=O)CNC(=O)c1ccc(F)cc1,9%,x,-2%
O=C1C2ON(c3ccc(Br)cc3)C(c3cccnc3)C2C(=O)N1C1CCCCC1 (stereo unspecified),4%,2%,-1%
CC(C)[C@@H]1NC(=O)[C@H](Cc2ccccc2)NC(=O)[C@@H](CC(=O)O)NC(=O)CNC(=O)[C@H](CCCNC(=N)N)NC1=O,x,6%,10%
COc1ccccc1Nc1ccc([N+](=O)[O-])cn1,0%,-1%,-6%
Cn1c(CCc2ccc(N)cc2)nc2ccccc21,17%,-2%,-5%
Cc1ccc2c(c1)C1(OCCO1)C(=O)N2,-6%,x,0%
CC(C)N(c1ccccc1)c1ncnc(NCCC(=O)O)c1[N+](=O)[O-],-1%,2%,-2%
CCCn1c(=N)c(C#N)cc2c(=O)n3cccc(C)c3nc21,x,0%,9%
COc1ccc(NC(=O)CSc2nnc(Cc3ccccc3)o2)c(OC)c1,13%,8%,-10%
COC(=O)c1ccc(N=NNc2ccccc2)cc1,-3%,6%,0%

# Four of the compounds above, with values under each structure:
# Every second line gives: FEN1 inh, N370S GC mod, KAT2A inh
- O=C(O)C1C2CCCCC2=C2CCCCC2C1C(=O)c1ccccc1 (stereo unspecified)
  -13%, -5%, -7%
- COc1cc([N+](=O)[O-])ccc1NC(=O)NNC(=O)CCc1ccccc1
  -10%, -7%, u
- COc1ccc(N2CCN(C(c3ccc4ncccc4c3)c3nnnn3C(C)(C)C)CC2)cc1 (stereo unspecified)
  1%, 1%, -4%
- CCCn1c(=N)c(C#N)cc2c(=O)n3cccc(C)c3nc21
  x, 0%, 9%

# Next part.
SMILES,FEN1 inh,N370S GC mod,KAT2A inh
CCCCNC(=S)NNC(=O)c1nn(C)cc1Cl,-1%,-1%,-2%
Cc1cc(=O)[nH]c(SCC(=O)Nc2nc(-c3ccccc3)cs2)n1,-6%,13%,-3%
Cc1ccc(Cn2c(=O)n(CCCCC(=O)NCc3ccc4c(c3)OCO4)c(=O)c3ccccc32)cc1,22%,x,-10%
CCn1c(C)cc(/C=C2/SC(=O)N(CC(=O)N3CCCC3)C2=O)c1C,-2%,0%,-11%
O=C(C1CCN(S(=O)(=O)c2cccc3cccnc23)CC1)N1CCN(c2ccccc2)CC1,5%,3%,0%
CC1CCCN(S(=O)(=O)c2csc(C(N)=O)c2)C1 (stereo unspecified),-4%,-3%,-4%
COc1cc(/C=C/C(=O)C2C(=O)C=C(C)OC2=O)cc(OC)c1O (stereo unspecified),-16%,-3%,-9%
O=C(COc1ccc(S(=O)(=O)N2CCOCC2)cc1Cl)NCc1ccccn1,0%,-2%,-3%
COC(=O)c1cc(S(=O)(=O)N2CCCCCC2)c[nH]1,-21%,-4%,2%
Cc1csc(CN(C)C(=O)CC2C(=O)NCCN2Cc2ccc(Cl)c(F)c2)n1 (stereo unspecified),20%,1%,-1%
Cc1ccc(S(=O)(=O)N2CC(C(=O)O)Oc3ccccc32)cc1 (stereo unspecified),-5%,3%,-10%
c1ccc(-c2nnc3sc(-c4ccncc4)nn23)cc1,-10%,14%,-3%
CS(=O)(=O)N1CCCC(C(=O)Nc2c(F)cccc2F)C1 (stereo unspecified),2%,-4%,4%
CCOc1ccc(Oc2ccc(Cl)cc2N)cc1,-25%,-2%,-7%
C=CCNC(=S)NCC,-11%,7%,1%
CCN(CC)CCN(Cc1cc2cc3c(cc2[nH]c1=O)OCCO3)C(=S)NCCCN(C)C,7%,7%,-9%
CCOc1cc(C2C(C(=O)c3ccco3)=C(O)C(=O)N2Cc2ccccc2)ccc1O (stereo unspecified),3%,-18%,-7%
Cc1ccc(OCCC(=O)N2CCN(c3ccc(O)cc3)CC2)cc1,-2%,-2%,-4%
C=CCn1c(O)c(N=O)c2ccccc21,1%,1%,-2%
Cc1ccc(S(=O)(=O)NC2CC(C)(C)N(O)C(C)(C)C2)cc1,-4%,x,3%
O=C(COC(=O)c1ccccc1)Nc1cccc(S(=O)(=O)NC2=NCCCCC2)c1,6%,-5%,0%
c1cncc(-c2ccc3ncnc(NCCN4CCOCC4)c3c2)c1,x,-5%,-11%
COc1cccc(NC(=O)Cn2c(=O)n(CCCC(=O)NCc3ccco3)c(=O)c3ccccc32)c1,-7%,15%,-10%
O=[N+]([O-])c1ccc(/C=N/Nc2nc3ccccc3o2)cc1,4%,-7%,0%

# The closing 3 records of the part above lead into the next:
SMILES,FEN1 inh,N370S GC mod,KAT2A inh
c1cncc(-c2ccc3ncnc(NCCN4CCOCC4)c3c2)c1,x,-5%,-11%
COc1cccc(NC(=O)Cn2c(=O)n(CCCC(=O)NCc3ccco3)c(=O)c3ccccc32)c1,-7%,15%,-10%
O=[N+]([O-])c1ccc(/C=N/Nc2nc3ccccc3o2)cc1,4%,-7%,0%
CS(=O)(=O)N(CC(=O)N1CCc2ccccc2C1)Cc1ccccc1,1%,9%,-6%
CCNC(=O)NC(=O)CSc1ccc(NC(C)=O)cc1,-4%,-14%,-7%
CS(=O)(=O)c1sc2nc(-c3ccccc3)cc(-c3ccccc3)c2c1N,-13%,13%,2%
CCC(=O)N1CCc2cc(S(=O)(=O)CCC(=O)Nc3ccc(C)c(F)c3)ccc21,0%,1%,2%
CC(=O)OCC(=O)[C@@]1(O)CC[C@H]2[C@@H]3CCC4=CC(=O)CC[C@]4(C)[C@@H]3C(=O)C[C@@]21C,x,9%,-7%
O=[N+]([O-])c1ccccc1OCCCNCc1ccccc1,6%,-7%,-7%
Cc1cc(C)c(S(=O)(=O)N(C2=NCCS2)S(=O)(=O)c2c(C)cc(C)cc2C)c(C)c1,3%,5%,-12%
O=C(Cn1cncn1)NCc1cc(F)ccc1F,17%,2%,-13%
O=C(c1ccc(-n2ccnc2)cc1)N1CCCC(CO)(Cc2cccc(Cl)c2)C1 (stereo unspecified),-5%,-12%,-5%
O=C(c1cc(C(F)(F)F)cc(C(F)(F)F)c1)N1CCC[C@@]2(CCN(c3ccncc3)C2)C1,x,-1%,3%
O=C1CC(c2cccs2)Sc2nc3ccccc3n21 (stereo unspecified),-4%,-3%,u
OC1(c2cccnc2)CCN(Cc2nnnn2Cc2ccccc2)CC1,2%,-8%,-5%

# For reference, some entries already given:
SMILES,FEN1 inh,N370S GC mod,KAT2A inh
O=C1CC(c2cccs2)Sc2nc3ccccc3n21 (stereo unspecified),-4%,-3%,u
OC1(c2cccnc2)CCN(Cc2nnnn2Cc2ccccc2)CC1,2%,-8%,-5%

# (next part)
SMILES,FEN1 inh,N370S GC mod,KAT2A inh
CCOC(=O)c1sc(NC(NC(=O)c2ccco2)(C(=O)OC)C(F)(F)F)nc1C (stereo unspecified),-14%,-22%,-4%
COc1ccccc1N1CCN(S(=O)(=O)c2ccc(Cl)s2)CC1,0%,6%,-12%
Cn1ccnc1SCc1cc(=O)[nH]c2ccccc12,-10%,4%,-7%
CCOC(=O)CC1ON(C)C(=O)N1c1ccc([N+](=O)[O-])cc1 (stereo unspecified),-4%,6%,-3%
O=C(CSc1ncc(-c2ccc(F)cc2)[nH]1)Nc1cccc(O)c1,-15%,4%,-19%
Cc1cc2oc(C(=O)N(Cc3ccccc3)C3CCS(=O)(=O)C3)c(C)c2cc1C (stereo unspecified),-12%,-1%,-17%
O=c1nc(/C=C/c2ccc(-c3ccc(F)cc3)o2)cc(C(F)(F)F)[nH]1,x,9%,-21%
COc1ccc(OC)c(NC(=O)NNC(=O)COc2ccc([N+](=O)[O-])cc2)c1,2%,-1%,u
Cc1ccc(N2C(=O)c3cccc(Oc4ccc(Cl)cc4)c3C2=O)c(C)c1,-11%,12%,-7%
COc1cc2c(cc1OC)CN(C(=O)c1cc(S(=O)(=O)N3CCCCC3)ccc1Cl)CC2,3%,-8%,-1%
CN(C)c1nc2c(c(=O)[nH]c(=O)n2C)n1CCOc1ccccc1,1%,1%,-6%
O=C(Cn1c(=O)n(CC2CCCO2)c(=O)c2ccccc21)Nc1ccc(F)cc1F (stereo unspecified),21%,x,-3%
O=C(Cc1cccs1)Nc1nnc(CCc2ccccc2)s1,-4%,-5%,-27%
N#Cc1c(/N=C/c2ccco2)sc2c1CCC2,-17%,5%,-18%
CC(C)CC(=O)NC(C)C(c1cccs1)N1CCOCC1 (stereo unspecified),0%,5%,-5%
COc1cccc2c1cc1c(=O)n(CC(=O)N3CCN(c4cc(Cl)ccc4C)CC3)nc(C)n12,-4%,x,0%
N#Cc1c(-c2cccc(Br)c2)cc(-c2cccnc2)nc1N,6%,-4%,-8%

# Assay outcomes as filed in PubChem BioAssay.

# An excerpt (hit frequency here may not be typical).
